# EPAC2 ag – qHTS for Agonist of cAMP-regulated guanine nucleotide exchange factor 4 (EPAC2): primary screen | Rap guanine nucleotide exchange factor 4 (Homo sapiens), Q8WZA2 | EPAC2 activation, biochemical qHTS; response scale: 100% = 6.5 mM cAMP response | Potency, µM (series often up to 154 µM), without a hit: at the highest dose activation, most hits filed as activators | actives 0.079% (n = 360,000); also: potency is read from the fitted curve at half-maximal effect; nearly all actives have a fitted effect of over 50% in size
# Target sequence (Q8WZA2 whole entry, looked up): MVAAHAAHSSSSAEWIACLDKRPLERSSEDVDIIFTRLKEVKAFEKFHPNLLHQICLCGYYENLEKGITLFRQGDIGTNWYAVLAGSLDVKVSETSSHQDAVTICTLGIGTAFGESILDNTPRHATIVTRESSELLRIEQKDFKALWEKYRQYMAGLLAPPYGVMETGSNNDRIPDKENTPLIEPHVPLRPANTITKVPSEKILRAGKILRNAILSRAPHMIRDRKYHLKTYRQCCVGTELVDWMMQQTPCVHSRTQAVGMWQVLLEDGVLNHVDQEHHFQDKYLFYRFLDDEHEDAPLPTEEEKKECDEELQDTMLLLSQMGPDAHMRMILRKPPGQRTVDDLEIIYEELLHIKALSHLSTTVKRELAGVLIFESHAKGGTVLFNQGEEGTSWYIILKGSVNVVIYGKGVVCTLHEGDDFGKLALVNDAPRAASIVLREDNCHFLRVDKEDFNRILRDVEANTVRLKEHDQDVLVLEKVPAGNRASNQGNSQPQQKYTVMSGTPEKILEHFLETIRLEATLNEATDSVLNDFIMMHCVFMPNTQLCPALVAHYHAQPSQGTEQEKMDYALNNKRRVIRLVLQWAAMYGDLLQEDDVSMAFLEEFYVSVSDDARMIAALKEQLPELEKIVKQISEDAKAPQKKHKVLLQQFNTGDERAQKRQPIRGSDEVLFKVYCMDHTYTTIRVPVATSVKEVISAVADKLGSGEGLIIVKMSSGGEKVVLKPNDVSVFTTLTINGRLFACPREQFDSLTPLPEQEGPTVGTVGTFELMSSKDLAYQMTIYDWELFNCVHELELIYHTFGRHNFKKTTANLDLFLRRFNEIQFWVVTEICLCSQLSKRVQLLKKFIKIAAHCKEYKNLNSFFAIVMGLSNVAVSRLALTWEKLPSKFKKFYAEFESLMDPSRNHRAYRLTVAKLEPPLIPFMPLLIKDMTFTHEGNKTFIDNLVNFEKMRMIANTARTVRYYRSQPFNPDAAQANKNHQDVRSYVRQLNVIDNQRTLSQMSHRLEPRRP
#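 Each well held 100 nM EPAC2, 250 nM RAP1B-BODIPY-GDP and 50 uM GDP. Fluorescence, read at 5-min intervals to 30 min, was referenced to a 6.5 mM cAMP positive control.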
# TGFb SMAD3 inh – qHTS for Inhibitors of TGF-b; Potency, µM (highest dose often 46.1 µM), without a hit: top-dose activity, negative = inhibition, usual class: inhibitors; AID 588855, 2011; actives 1.2% (n = 410,000); HepG2 CAGA-GFP TGF-b/SMAD3 reporter, GFP fluorescence, 18 h; TGF-beta stimulated, 500 pg/mL final; also: potency is read from the fitted curve at half-maximal effect; % is scaled to controls: 0 for no effect and ±100 for the full control effect; nearly all actives have a fitted effect of over 65% in size
#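 GFP signal (ex488/em500-530) from TGF-beta-stimulated HEPG2 CAGA-GFP cells, 500 pg/mL final, 18 h at 37 degrees C in DMEM plus 1% FBS, normalized to unstimulated and DMSO-stimulated controls.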
# MmCpn inh – Inhibitors of TCP-1 ring complex (TRiC) of Methanococcus maripaludis (MmCpn): qHTS; actives 0.031% (n = 330,000); AID 504842, 2011; Potency, µM (doses to about 76.9 µM), for inactives: at the highest dose activity, negative = inhibition, most hits filed as inhibitors; purified Mm-Cpn ATPase, ADP Transcreener TR-FRET; also: potency is read from the fitted curve at half-maximal effect; % is scaled to controls: 0 for no effect and ±100 for the full control effect; nearly all actives have a fitted effect of over 80% in size
#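 ATPase turnover read by TR-FRET ADP competition (Eu cryptate antibody/ADP-d2, 665/590 nm): 10uM ATP final, 25nM Mm-CPN final, 30 min 37degC after 10-min compound preincubation, pH 7.4 Tris/KCl/MgCl2/DTT buffer.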
# Nrf2 ARE act – qHTS of Nrf2 Activators. AREc32 ARE-luciferase reporter (MCF7-derived line), luminescence, 24 h. Potency, µM (top dose mostly 46.1 µM), for inactives: at the top dose activation, usual class: activators. actives 0.31% (n = 410,000); also: potency is read from the fitted curve at half-maximal effect; % of control where 0% means no effect; nearly all actives have a fitted effect of over 65% in size
#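 Cells of the AREc32 ARE-luciferase line are plated in OPTI-MEM containing 5% FBS and left overnight at 37 deg C. Compounds are pinned in, incubation continues 24 hr, and firefly luciferase signal is then measured.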
# Akt phos inh – HTS Assay for Inhibitors of Akt Phophorylation: Primary Screen | Neuro2A IGF-stimulated pAkt S473 HTRF, 20 min; hits give low values | activity change, % for hits at 50 µM | actives 0.32% (n = 360,000) | AID 651550, 2012; in the data active = activity change below about -80%; inconclusive = mostly about -51% to -80%; also: % is scaled to controls: 0 for no effect and ±100 for the full control effect
#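 Single-point screen (50 µM final compound) in Neuro2A cells stimulated 20 min with 6 nM IGF at 37 deg C. After lysis, Ser473-phosphorylated Akt read by HTRF (ex 330 nm, em 615/665 nm) as the 665/615 ratio.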
# Nrf2 block – Nrf2 qHTS screen for inhibitors | A549 ARE-Fluc reporter, luciferase luminescence, 18-24 h | Potency, µM (titrated, usually from 46 µM), for inactives: top-dose activity change, negative = inhibition, usual class: inhibitors | actives 2.1% (n = 360,000); also: potency is read from the fitted curve at half-maximal effect; % is scaled to controls: 0 for no effect and ±100 for the full control effect; nearly all actives have a fitted effect of over 60% in size
#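 Reporter: ARE-Fluc in A549. Exposure: 18-24 h, 37 °C, 5% CO2, 5% FBS OPTI-MEM. Readouts: fluorescent cytotoxicity (CellTiter-Fluor), then luminescent Nrf2 signal after BugLite.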
# EPAC2 antag – qHTS for Antagonist of cAMP-regulated guanine nucleotide exchange factor 2 (EPAC2): primary screen | EPAC2 GEF exchange of Rap1B-BODIPY-GDP, fluorescence | Potency, µM (titrated, usually from 114 µM), for inactives: top-dose activity, negative = inhibition, hits mostly inhibitors | actives 0.18% (n = 360,000) | AID 720708, 2013; also: potency is read from the fitted curve at half-maximal effect; % is scaled to controls: 0 for no effect and ±100 for the full control effect; nearly all actives have a fitted effect of over 45% in size; many of its hits are not listed in these tables
# A549 tox – Nrf2 qHTS screen for inhibitors: counterscreen for cytotoxicity | actives 0.16% (n = 390,000) | Potency, µM (titrated, usually from 46 µM), for inactives: at the highest dose activity change, negative = cytotoxicity, usual class: inhibitors | A549 ARE-Fluc cells, CellTiter-Fluor viability, 18-24 h; also: potency is read from the fitted curve at half-maximal effect; % is scaled to controls: 0 for no effect and ±100 for the full control effect
#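 A549 ARE_Fluc cells in 5% FBS OPTI-MEM were exposed to compounds in concentration-response for 18-24 h at 37 deg C. Viability was read by CellTiter-Fluor fluorescence (Ex 405/Em 525) after 30 min, before the luciferase read.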
# CCT modulator – High-Throughput Screening for Modulators of Cytosolic Chaperonin Activity. purified chaperonin ATPase assay, HTRF ADP detection, 30 min. activity change, % (concentration not given with the values), hits read low. actives 0.3% (n = 360,000). AID 651819, 2012; in the data active = activity change below about -30%; also: % is scaled to controls: 0 for no effect and ±100 for the full control effect
#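 Enzyme 40 or 20 nM (batch-dependent) in Tris pH 7.4/KCl/MgCl2/DTT; cpd 76 uM single point; ATP 10 uM; 30 min 37 °C; Transcreener ADP HTRF detection, 30 min RT; ratio 665/615.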
# Starred values were filed as active, the others as inactive; i = inactive; ? = inconclusive; nt = not tested or not shown; [ ] = dose if it differs, or a comment. Unless noted, calls follow the shape of the dose curve; as a rule, active = well fitted curve in the direction sought with a large enough effect; inconclusive = small, poorly fitted or top-dose-only effect, or another doubt; inactive = no such curve, though single readings can be large; an effect the other way counts as inactive or inconclusive. These rows are one share of the data; rates above refer to the full screens.
# Start of the data: the first four records as a preview:
item | smiles | EPAC2 ag | TGFb SMAD3 inh | MmCpn inh | Nrf2 ARE act | Akt phos inh | Nrf2 block | EPAC2 antag | A549 tox | CCT modulator
1 | C=CCn1c(SCCOc2ccccc2)nnc1C(C)NC(=O)c1ccccc1 (stereo not drawn) | -2% | -18% | 2% | 0.6% | nt | -21% | 20% | -16% | -1.1
2 | O=C(Nc1ccc(F)cc1)Nc1nnc(-c2ccccc2)o1 | 5% | -4% | -2% | 0.6% | i | -6% | 1% | 6% | 1.2
3 | CN(c1ccc(C(=O)N2CCCCC2)cc1)S(C)(=O)=O | 5% | 23% | 1% | -0.3% | i | 9% | 10% | -7% | -0.8
4 | Cc1cc([N+](=O)[O-])nn1CCCC(=O)Nc1sc2c(c1C(N)=O)CCCC2 | 5% | 0% | 1% | -1.4% | i | ? | -2% | -2% | -7.9

# The whole of this part (from the top)
item | smiles | EPAC2 ag | TGFb SMAD3 inh | MmCpn inh | Nrf2 ARE act | Akt phos inh | Nrf2 block | EPAC2 antag | A549 tox | CCT modulator
1 | C=CCn1c(SCCOc2ccccc2)nnc1C(C)NC(=O)c1ccccc1 (stereo not drawn) | -2% | -18% | 2% | 0.6% | nt | -21% | 20% | -16% | -1.1
2 | O=C(Nc1ccc(F)cc1)Nc1nnc(-c2ccccc2)o1 | 5% | -4% | -2% | 0.6% | i | -6% | 1% | 6% | 1.2
3 | CN(c1ccc(C(=O)N2CCCCC2)cc1)S(C)(=O)=O | 5% | 23% | 1% | -0.3% | i | 9% | 10% | -7% | -0.8
4 | Cc1cc([N+](=O)[O-])nn1CCCC(=O)Nc1sc2c(c1C(N)=O)CCCC2 | 5% | 0% | 1% | -1.4% | i | ? | -2% | -2% | -7.9
5 | O=S(=O)(Nc1ncnc2sc3c(c12)CCC3)c1cc(F)ccc1F | -2% | 5% | 6% | 0.0% | i | -11% | -10% | -3% | 1.2
6 | CCOC(=O)C1=CNS(=O)(=O)NC1c1cccc(O)c1 (stereo not drawn) | -1% | 5% | -3% | 3.4% | i | 4% | -4% | 4% | -1.9
7 | CNC(=O)c1c(C)nc(SCC(=O)NCc2ccc(OC)cc2)c(C#N)c1-c1ccco1 | 3% | -11% | -3% | 0.1% | i | 10% | 3% | 2% | -0.2
8 | O=S(=O)(c1ccc2c(c1)C(=NO)c1cc(S(=O)(=O)N3CCCCC3)ccc1-2)N1CCCCC1 | -15% | ? | -6% | 6.6% | i | ? | -2% | ? | -1.4
9 | COc1cccc(NC(=O)c2cc(-c3ccco3)nc3ccccc23)c1 | 7% | -13% | nt | ? | i | 7% | 2% | 3% | -1.4
10 | CCN(CC)c1ccc(C2C(C(C)=O)C(=O)CC(C)(O)C2C(C)=O)cc1 (stereo not drawn) | -1% | 1% | nt | -0.3% | i | -3% | 0% | -6% | 1.1
11 | CC(=O)c1ccc(NC(=O)NNS(=O)(=O)c2ccc([N+](=O)[O-])cc2)cc1 | 2% | -14% | -1% | -0.6% | i | -18% | 1% | 4% | -0.8
12 | COc1ccc(NC(=S)NCCCN2CCN(C3CCCCC3)CC2)cc1 | 4% | -2% | -1% | 0.4% | i | 12% | 8% | -11% | -5.6
13 | O=C(Nc1c2c(nn1-c1ccccc1)CS(=O)C2)c1ccco1 (stereo not drawn) | -6% | 28% | 0% | -0.3% | i | 0% | -1% | 0% | -1.4
14 | Cc1ccc(C(=O)O/N=C/c2ccc3c(c2)OCO3)cc1 | -4% | -3% | -1% | 2.5% | i | 0% | 10% | -5% | -0.5
15 | CC1CCCCC1NC(=O)COC(=O)c1ccc([N+](=O)[O-])o1 (stereo not drawn) | 15% | 3% | 0% | 4.8% | i | 3% | 7% | 0% | 1.4
16 | CCS(=O)(=O)N1Cc2ccccc2CC1C(=O)Nc1ccc(OC)cc1OC (stereo not drawn) | 0% | ? | 1% | 4.8% | i | -11% | -18% | -2% | -1.3
17 | CCN(CC(=O)NC1CCCC1)S(=O)(=O)c1ccc(F)cc1 | -2% | -2% | -2% | -0.2% | i | -2% | 1% | -2% | -0.2
18 | O=C(COc1ccc(F)cc1)c1ccc2c(c1)CCCC2 | 7% | -1% | nt | 2.7% | i | ? | -23%[57.1 µM] | 4% | 3.0
19 | COc1ccc([N+](=O)[O-])cc1/C=N/NC(=O)/C(=C\c1cccs1)NC(=O)c1ccccc1 | 4% | -1% | 1% | 1.3% | i | -15% | 0% | -14% | -1.2
20 | Cc1ccc(C(O)c2ncc(-c3ccccc3C)[nH]2)cc1 (stereo not drawn) | 12% | 6% | nt | 3.2% | i | nt | 10% | nt | -2.6
21 | Cc1cc(-c2n[nH]c(=S)n2-c2ccccc2C)cs1 | 3% | 20% | -3% | 0.5% | i | 9% | 14% | -1% | -0.9
22 | Cc1cccc(N(C)S(=O)(=O)c2cc3c(cc2C)n(C)c(=O)c(=O)n3C)c1 | -3% | 1% | -1% | -0.8% | i | 11% | 0% | 7% | 2.1
23 | COCCNCC(=O)NCC12CC3CC(CC(C3)C1)C2 | 16% | 22% | 0% | 0.2% | i | nt | 4% | 0% | -1.8
24 | O=C(CN1C(=O)NC(Cc2c[nH]c3ccccc23)C1=O)Nc1cccc(S(=O)(=O)N2CCCCCC2)c1 (stereo not drawn) | 1% | ? | -1% | -0.8% | i | ? | ? | -1% | 1.5
25 | CCc1ccc(NC(=O)CCCc2nnc3n(CCCOC)c(=O)c4sccc4n23)cc1 | nt | ? | nt | 0.9% | nt | -6% | nt | -14% | nt

# Reprinted from the part before: 2 compounds; new compounds follow.
item | smiles | EPAC2 ag | TGFb SMAD3 inh | MmCpn inh | Nrf2 ARE act | Akt phos inh | Nrf2 block | EPAC2 antag | A549 tox | CCT modulator
24 | O=C(CN1C(=O)NC(Cc2c[nH]c3ccccc23)C1=O)Nc1cccc(S(=O)(=O)N2CCCCCC2)c1 (stereo not drawn) | 1% | ? | -1% | -0.8% | i | ? | ? | -1% | 1.5
25 | CCc1ccc(NC(=O)CCCc2nnc3n(CCCOC)c(=O)c4sccc4n23)cc1 | nt | ? | nt | 0.9% | nt | -6% | nt | -14% | nt
26 | Cc1c(C(=O)Nc2ccc(Nc3ccccc3)cc2)cccc1[N+](=O)[O-] | 12% | -21% | -1% | -0.5% | i | ? | 5% | -15% | -5.8
27 | FCCCOc1ccc(/C=N/OCc2ccc(Cl)cc2)cc1 | 8% | -11% | 1% | 2.3% | i | nt | 11% | 12% | 0.6
28 | O=C(NCc1ccc2c(c1)OCO2)C1CCCN(S(=O)(=O)c2cccc3cccnc23)C1 (stereo not drawn) | 13% | ? | -1% | -0.5% | i | -20% | 7% | 17% | 0.1
29 | CCOc1ccc(-n2c(-c3ccco3)n[nH]c2=S)cc1 | 8% | ? | -6% | -0.5% | i | 1% | 11% | 10% | -0.7
30 | CCOC(=O)c1c(-c2ccc(F)cc2)cn2ccccc12 | 4% | -9% | 1% | -0.5% | i | nt | 9% | 8% | -0.3
31 | Cc1ccc(S(=O)(=O)CCC(=O)Nc2ccccc2C)cc1 | 1% | 6% | 0% | 0.1% | i | -19% | 3% | -1% | -4.4
32 | COc1ccc(C(CNS(=O)(=O)c2ccccc2)N2CCN(C)CC2)cc1 (stereo not drawn) | 0% | 23% | 3% | 0.0% | i | 5% | 16% | -1% | -1.2
33 | CCOc1ccccc1NC(=O)CCc1nnc2ccc(N3CCC(C)CC3)nn12 | 11% | -21% | -3% | 3.5% | i | -18% | -9% | 5% | 1.1
34 | O=C(Nc1nnc(C2=COCCO2)o1)c1ccc(Cc2ccccc2)cc1 | -12% | 21% | 1% | -0.2% | i | ? | 14% | -4% | -4.5
35 | CCn1c(CC(=O)Nc2ccccc2)nnc1SCc1nc2ccccc2c(=O)[nH]1 | 3% | 3% | 0% | -0.8% | i | -19% | 16% | 2% | -2.0
36 | COc1ccc(OC)c(S(=O)(=O)Nc2cccc(C(C)=O)c2)c1 | -6% | 0% | -1% | -0.5% | i | -17% | 3% | 9% | 1.1
37 | Cc1nn(C)c(C)c1S(=O)(=O)N(CC(=O)N1CCc2ccccc2C1)c1ccc(C(C)C)cc1 | 1% | ? | 0% | -1.4% | i | -23% | -19% | -10% | -2.6
38 | COc1ccc(CC(=O)Nc2cccnc2)cc1 | 5% | 32% | 0% | 0.2% | i | -23% | -2% | 10% | 0.3
39 | CCOC(=O)/C=c1\s/c(=C\c2ccccc2C)c(=O)n1CC(=O)NCc1ccc2c(c1)OCO2 | 4% | ? | 1% | -0.7% | i | 13% | 14% | -4% | 0.9
40 | O=C(N/N=C/c1ccc(F)cc1)c1ccc(Br)cc1 | -5% | -15% | -4% | -0.1% | i | nt | 4% | -7% | -1.3
41 | O=C(N/C=N/OCc1ccc(Cl)cc1Cl)NOCc1ncc(C(F)(F)F)cc1Cl | 3% | ? | 0% | 8.2% | i | ? | -14% | 1% | -3.4
42 | Cc1cccc(Cn2c(-c3ccccc3)nc3ccccc32)c1 | nt | ? | nt | 5.9% | nt | -5% | nt | 1% | nt
43 | Cc1cn2c(=O)cc(COc3ccc(C(C)(C)C)cc3)nc2s1 | nt | -4% | nt | -0.3% | nt | 3% | nt | 0% | nt
44 | OC(COc1ccc(OCC(O)CN2CCCCCC2)cc1)CN1CCCCCC1 (stereo not drawn) | 4% | -4% | -3% | -1.0% | i | nt | 0% | 2.6µM* | 0.1
45 | C=CCNC(=O)c1ccccc1NS(=O)(=O)c1ccccc1 | 11% | -5% | 0% | -0.3% | i | nt | 3% | 1% | -2.2

# Screening results (PubChem)
